SENP8 block-1 – human SENP8 protease inhibitors, primary screen, biochemical, fluorescence, Nedd8 protein substrate, uHTS; Sentrin-specific protease 8 (Homo sapiens), Q96LD8; inhibition, % at 20 µM; 360,000 tested, 0.64% active; AID 602440, 2012; recombinant SENP8; in the data active = inhibition mostly above about 40%, no sharp cut-off; inactive = mostly below about 27%
Target sequence (Q96LD8 whole entry, looked up): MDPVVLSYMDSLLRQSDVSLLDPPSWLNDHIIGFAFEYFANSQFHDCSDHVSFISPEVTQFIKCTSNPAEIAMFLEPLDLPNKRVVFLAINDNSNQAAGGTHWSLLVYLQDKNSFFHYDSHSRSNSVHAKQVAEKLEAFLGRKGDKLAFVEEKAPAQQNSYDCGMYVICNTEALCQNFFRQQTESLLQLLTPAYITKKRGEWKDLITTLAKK
PfG6PD inh – PfG6PD enzyme inhibitors, primary screen, biochemical, fluorescence intensity, uHTS; glucose-6-phosphate dehydrogenase-6-phosphogluconolactonase (Plasmodium falciparum 3D7); AID 504690, 2011; PfGluPho enzyme, NADPH resazurin-diaphorase fluorescence; inhibition, % at 20 µM; 350,000 tested, 0.78% active;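 active = inhibition reaching at least a set limit at 20 µM in the primary screen, cut at about 59% in these data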;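 note: 0% = DMSO wells with substrate and 100% = DMSO wells lacking glucose-6-phosphate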
Apaf-1 inh – inhibitors of human Apaf-1 apoptosome, primary screen, biochemical, DEVD-Rh110 fluorescence, uHTS; reconstituted apoptosome caspase-3 activity; Apoptotic protease-activating factor 1 (Homo sapiens), O14727; inhibition, % at 20 µM; 330,000 tested, 0.71% active; active = inhibition of at least 40% at 20 µM;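 note: plate controls were DMSO wells for no effect and DEVD-CHO caspase inhibitor wells for full effect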
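System: reconstituted apoptosome with Apaf-1, cytochrome c, caspase-9, procaspase-3, dATP; Signal: Rh110 fluorescence intensity; Schedule: 30 min compound preincubation, 50 min activation, room temperature; Reagent: cytochrome c trigger plus (Z-DEVD)2-Rh110 caspase-3 substrate.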
SENP6 inh – SENP6 protease inhibitors, primary screen, biochemical, luminescence, uHTS. Sentrin-specific protease 6 (Homo sapiens), Q9GZR1. Recombinant SENP6 catalytic domain, aminoluciferin luminescence. inhibition, % at 10 µM. 330,000 tested, 1.8% active. AID 2599, 2010;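 active = inhibition above about 50% at the single tested dose, limit read from the data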;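 note: plate controls were DMSO wells with enzyme for no effect and DMSO wells lacking enzyme for full effect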
Target sequence (Q9GZR1 628-1112 limits assumed): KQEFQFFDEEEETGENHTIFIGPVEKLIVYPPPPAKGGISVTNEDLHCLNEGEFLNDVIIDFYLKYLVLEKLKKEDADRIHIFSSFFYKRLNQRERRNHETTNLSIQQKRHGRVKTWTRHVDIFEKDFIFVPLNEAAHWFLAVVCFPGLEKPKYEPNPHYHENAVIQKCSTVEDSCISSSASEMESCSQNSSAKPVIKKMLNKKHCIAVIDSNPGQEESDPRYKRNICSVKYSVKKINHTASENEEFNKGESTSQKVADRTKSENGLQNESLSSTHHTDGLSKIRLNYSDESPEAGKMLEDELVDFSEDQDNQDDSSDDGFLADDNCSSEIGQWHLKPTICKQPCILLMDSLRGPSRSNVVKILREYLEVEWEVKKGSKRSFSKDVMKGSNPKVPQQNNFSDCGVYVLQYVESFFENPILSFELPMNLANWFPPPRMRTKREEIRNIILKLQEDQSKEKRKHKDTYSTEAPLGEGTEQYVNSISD
SENP1 FRET inh – human SENP1 catalytic domain inhibitors, primary screen, biochemical, FRET, uHTS | 360,000 tested, 0.21% active | AID 624204, 2012 | Sentrin-specific protease 1 (Homo sapiens), Q9P0U3 | recombinant SENP1 catalytic domain, CyPet-SUMO1-YPet FRET cleavage | inhibition, % at 10 µM;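 active = inhibition at least 30% at 10 µM, raw YFP signal under a set limit, fluorescence ratio 0.5 to 1.5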;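 note: 0% = enzyme with DMSO and 100% = no enzyme wells; some results filed as inactive read as strong as hits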
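Test system: human SENP1 catalytic domain; medium: Tris pH 8 buffer plus EDTA, NaCl, BME, BSA, NP40, catalase; incubation: 50 min reaction at room temperature; technique: FRET, CFP and YFP emission; controls: no-enzyme low control and enzyme-plus-DMSO high control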
SENP8 block-2 – SENP8 protease inhibitors, primary screen, biochemical, luminescence | Sentrin-specific protease 8 (Homo sapiens), Q96LD8 | purified SENP8, Z-RLRGG-aminoluciferin cleavage | inhibition, % at 10 µM | 330,000 tested, 1.2% active | AID 2540, 2010; in the data active = inhibition above about 50%
SENP7 inh – SENP7 protease inhibitors, primary screen, biochemical, luminescence, uHTS | recombinant SENP7, Z-RLRGG-aminoluciferin luminescence, 40 min | 330,000 tested, 1.5% active | inhibition, % at 5 µM | AID 434973, 2010;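 active = inhibition above about 50% at the single test dose, limit read from the data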;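 note: plate controls were DMSO with enzyme for no effect and no enzyme buffer wells for full effect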
Target sequence (Q9BQF6 706-1050 limits assumed): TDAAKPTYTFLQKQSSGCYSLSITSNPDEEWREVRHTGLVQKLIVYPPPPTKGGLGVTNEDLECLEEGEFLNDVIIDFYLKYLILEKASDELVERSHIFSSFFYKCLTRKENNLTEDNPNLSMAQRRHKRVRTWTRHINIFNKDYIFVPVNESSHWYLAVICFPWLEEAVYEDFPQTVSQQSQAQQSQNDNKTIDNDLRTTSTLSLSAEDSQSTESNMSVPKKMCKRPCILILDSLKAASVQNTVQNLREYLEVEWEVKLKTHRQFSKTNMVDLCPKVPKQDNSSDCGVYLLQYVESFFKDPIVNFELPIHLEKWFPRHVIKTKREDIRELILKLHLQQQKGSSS
HKDC1 inh – HKDC1 hexokinase inhibitors, primary screen, biochemical, fluorescence, uHTS | Q2TB90 | recombinant HKDC1, G6PDH/diaphorase resazurin coupled fluorescence | inhibition, % at 20 µM | 340,000 tested, 0.16% active;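 active = inhibition above about 35% when tested at 20 µM, limit read from the data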;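 note: plate controls were DMSO wells with enzyme for no effect and DMSO wells lacking enzyme for full effect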
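Test system: recombinant HKDC1 (HK5) hexokinase enzyme, produced in-house / Doses: 20 µM test compound, 1% DMSO / Timing: 90 min, room temperature / Detection: G6PDH/diaphorase-coupled fluorescence, 1 mM NADP, 100 µM resazurin, 525/613 nm / Control set: DMSO wells with and without enzyme mix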
Active calls of the source: *; . = no result given. Random draw from the library (roughly 3.6% active in at least one column).

SMILES	SENP8 block-1	PfG6PD inh	Apaf-1 inh	SENP6 inh	SENP1 FRET inh	SENP8 block-2	SENP7 inh	HKDC1 inh
CCCc1cc(=O)[nH]c(SCC(=O)Nc2ccc([N+](=O)[O-])cc2C#N)n1	24.9	-1.1	-2.5	20.7	1.2	14.9	5.8	0.6
COc1cc(OC)c([N+](=O)[O-])cc1/C=N/NC(=O)c1ccncc1	43.4*	35.2	15.0	-4.4	0.7	3.1	1.1	17.6
Cc1ccc(CN2CCN(Cc3ccco3)CC2)cc1	13.4	-7.0	-18.6	11.9	0.2	2.9	-3.7	4.1
O=C(COc1cccc2ccccc12)Nc1nc2ccccc2[nH]1	6.5	28.7	15.3	-22.3	1.0	-8.8	-12.2	7.1
Cc1c(C(=O)N2CCC(C(N)=O)CC2)oc2ccc(Br)cc12	5.7	2.3	6.9	-22.3	-0.9	-4.6	1.3	4.8
CCOC(=O)c1cc(C#N)c(Oc2cccc(C(F)(F)F)c2)nc1-c1ccccc1	13.0	13.6	14.7	-2.4	4.1	3.0	7.2	6.1
CN1CCC(N(C)S(=O)(=O)c2ccc(F)cc2F)CC1	14.0	-2.7	13.5	-8.5	-2.5	-8.1	-8.3	-9.1
N#Cc1ccccc1OCC(=O)NCC1(N2CCCCC2)CCCCC1	-2.3	2.1	-1.5	-20.4	-41.5	-3.1	8.6	-7.3
CCN(c1ccccc1)S(=O)(=O)c1ccc(F)cc1C	2.9	1.4	3.9	2.1	1.2	-1.2	2.3	0.4
N#CC1=C(N)Nc2ncnn2C1c1ccccc1 (configuration not stated)	.	.	11.4	-2.5	.	-8.4	-9.2	.
C=CCNC(=O)/C(C#N)=C/c1ccc(C)o1	3.8	-1.0	-9.2	7.4	0.2	5.6	2.9	1.5
COc1cc2c(cc1OC)CN(c1ccc([N+](=O)[O-])cc1Cl)CC2	23.0	16.5	4.0	-40.8	-5.1	-8.0	-6.5	-6.0
C/C(=N\Nc1ccc(S(N)(=O)=O)cc1[N+](=O)[O-])c1cccnc1	25.4	-9.7	-4.3	-6.1	4.1	-1.2	8.4	3.0
Cc1cccc(OCCN2CSC(=S)N(C)C2)c1	24.4	4.8	12.1	-4.2	-0.8	4.6	1.1	1.3
CCN(Cc1ccncc1)C(=O)c1cccc(S(=O)(=O)N2CCCCC2)c1	-0.2	8.5	-7.3	-8.5	-1.5	-1.1	2.3	-6.0
CCOC(=O)C1CCN(C(=O)CCc2nnc3ccc(NCCCN4CCCC4=O)nn23)CC1	-10.0	-11.9	-0.1	4.3	-0.9	5.7	3.3	-5.6
O=C(N/N=C/c1ccco1)c1ccc2nc[nH]c2c1	11.8	1.0	-3.1	-0.8	2.0	-3.6	-5.2	-6.4
O=[N+]([O-])c1cc(S(=O)(=O)N2CCCC2)ccc1N/N=C1/CCCc2ccccc21	38.7	5.7	6.4	11.0	3.1	5.9	0.8	-8.1
O=C(Nc1ccc(Cl)c(Cl)c1)C1CCCCC1	14.0	29.6	2.5	-8.7	1.7	-9.7	5.7	1.3
Cn1ccnc1C(O)c1ccc(OCc2ccccc2)cc1 (configuration not stated)	17.2	-0.4	-354.7	-8.3	1.5	-8.3	3.0	5.9
CCn1cc(/C=C/C(=O)Nc2ccn(Cc3c(F)c(F)c(F)c(F)c3F)n2)cn1	15.2	-0.3	11.5	-14.3	-1.0	-13.8	-13.2	-2.5
COc1cc(OC)nc(Oc2cc(C=O)ccc2OC)n1	11.7	2.0	8.8	-2.5	1.3	-8.6	-5.8	-3.1
CC(=O)NC1CC2CCC(C1)N2Cc1ccc(C)cc1 (configuration not stated)	-2.3	-1.1	-0.8	-12.7	2.0	4.0	1.9	-2.3
S=C(Nc1ccccc1)N1CCCCCCC1	4.8	10.3	-5.2	-1.1	-1.3	4.8	9.5	5.1
CC1(C)CC(=O)c2c(oc3cc(O)c(O)cc23)C1	23.8	8.4	-13.5	4.6	1.3	0.1	2.3	-1.3
SMILES	SENP8 block-1	PfG6PD inh	Apaf-1 inh	SENP6 inh	SENP1 FRET inh	SENP8 block-2	SENP7 inh	HKDC1 inh
CC1(C)Cc2nc3oc4c(=O)n(CC(=O)Nc5cccc(Cl)c5)cnc4c3cc2CO1	-16.7	-13.1	-1.8	2.7	-5.9	7.9	4.5	-5.5
CCc1ccccc1NC(=S)N(Cc1cccs1)C1CCCC1	5.6	4.3	-21.9	-20.6	-0.1	-4.8	2.1	-0.6
C1CCN(c2nc3nonc3nc2NCC2CCOCC2)CC1	43.5*	-11.3	-23.8	13.9	2.4	6.3	8.5	-3.5
Cc1ccc(CN2C(=O)N/C(=C\c3ccc(-c4ccc(C(=O)O)cc4C)o3)C2=O)cc1	-446.0	-0.2	1.9	10.8	-34.1	16.6	4.1	9.0
COc1ccc(/C=N/NC(=O)Cn2nc([N+](=O)[O-])cc2C)c(OC)c1OC	13.7	-9.2	-11.2	-7.1	2.2	-4.7	3.7	-3.4
CC(CCc1ccccc1)NC(=O)c1ccc(Br)o1 (configuration not stated)	28.8	-5.4	6.4	-2.0	0.2	-6.6	11.3	-0.7
CC(C)CCCN1C(N(C)C)=NC[C@@H]1Cc1ccccc1	10.3	-8.1	-3.3	-5.8	1.7	-3.7	2.8	-6.5
N/C(CSc1ccc(Cl)cc1)=N\S(=O)(=O)c1ccc(Cl)cc1	10.0	1.2	15.7	-12.8	-0.6	-12.3	7.4	-0.5
CCN(CC)C(=O)C1=C(C)NC(=S)NC1c1cccs1 (configuration not stated)	15.5	2.9	-9.0	-0.9	-0.5	0.1	0.8	-8.7
COc1ccccc1-n1cnc2cc(NS(=O)(=O)c3ccccc3)ccc21	13.8	29.3	10.7	-17.7	1.6	-16.9	-12.8	-2.9
COc1ccc(N(C(=O)c2ccncc2)S(=O)(=O)c2ccccc2)cc1	3.0	10.3	-4.8	3.9	1.2	4.4	0.3	-2.8
COc1ccc(C(=O)N2CCN(C3CCCCC3)CC2)c(OC)c1	10.2	15.6	1.9	16.3	-2.9	13.6	-0.1	-7.1
COc1ccc(CC(=O)NNS(=O)(=O)c2ccccc2[N+](=O)[O-])cc1OC	7.8	0.8	-1.7	6.6	3.1	11.8	4.9	-3.7
O=C(O)CCCC(=O)NCCc1cccc(Cl)c1	32.0	-17.5	4.3	-16.4	-0.8	0.5	-1.1	-1.6
O=[N+]([O-])c1cccc(Oc2ncccc2[N+](=O)[O-])c1	-2.9	15.9	.	.	2.3	.	.	-2.7
COC(=O)C1CN(S(=O)(=O)c2ccccc2)CCN1S(=O)(=O)c1ccccc1 (configuration not stated)	13.8	-3.7	5.9	-16.3	4.0	-10.7	-4.4	-1.8
C=CCNC(=O)/C(=C\c1ccco1)NC(=O)c1ccco1	3.6	11.1	-14.9	-4.6	-7.7	-0.9	1.8	-7.5
COc1ccccc1NC(=S)N/N=C1\CC(C)(C)Oc2ccc(O)cc21	-355.5	7.9	-6.4	-0.8	1.5	0.9	6.9	4.9
COc1cc(C2/C(=C(\O)c3ccc4c(c3)OCCO4)C(=O)C(=O)N2CCN2CCOCC2)cc(OC)c1OC (configuration not stated)	10.3	-13.4	0.4	-7.1	-1.5	-3.7	13.8	-4.6
COC(=O)CCCN1C(=O)c2cccc3cccc(c23)C1=O	-302.6	4.4	-8.5	-4.4	2.8	-2.7	-3.2	-5.4
O=C1C(Oc2ccccc2)C(c2ccc3c(c2)OCO3)N1CCc1ccc(F)cc1 (configuration not stated)	15.4	-4.8	17.5	5.5	0.2	-3.9	-0.4	-6.2
CCn1cc(C(=O)N2CCN(c3ccc(F)cc3)CC2)c2cc(OC)c(OC)cc2c1=O	5.8	-9.2	-16.7	-4.6	-0.4	3.3	2.1	-6.0
O=C1CC(N2CCSCC2)C(=O)N1c1ccc(Br)cc1 (configuration not stated)	29.3	7.4	9.1	-32.8	2.4	-0.6	2.2	-4.0
Cc1ccccc1N(CC(=O)N1CCOCC1)S(C)(=O)=O	6.6	-7.6	-3.7	9.7	-1.5	-8.2	-4.0	-8.2
Cc1ccc(C(CC(=O)c2ccco2)SCCO)cc1 (configuration not stated)	9.2	-5.2	11.0	13.7	3.9	0.1	11.3	-4.2
SMILES	SENP8 block-1	PfG6PD inh	Apaf-1 inh	SENP6 inh	SENP1 FRET inh	SENP8 block-2	SENP7 inh	HKDC1 inh
O=C(NCC(O)CO)c1csc(Nc2cccc3ccccc23)n1 (configuration not stated)	-98.8	18.5	2.8	5.4	-4.5	5.6	-4.5	4.5
O=C(CCS(=O)(=O)c1ccccc1)Nc1nccs1	5.4	9.5	-4.6	2.4	4.1	4.9	-3.0	-3.6
CC1CCN(C(=S)NC(=O)c2ccco2)CC1	2.0	6.0	-1.9	-7.1	-2.3	-5.4	6.1	-1.6
Cc1ccc(CSc2ccc(S(=O)(=O)N3CCCCC3)cn2)cc1	6.7	10.9	4.5	-0.1	0.5	-14.8	14.9	-6.4
Cc1cccc(NC(=O)CC2SC(=O)N(c3ccccc3)C2=O)c1 (configuration not stated)	15.5	18.9	17.4	-20.9	4.2	-8.3	1.4	0.1
COc1cc(C(=O)N2C[C@@H]3CCC[C@H]2C3)ccc1OC1CCN(C(C)=O)CC1	8.1	-0.9	-2.3	1.8	0.1	-9.0	10.1	-3.1
COC(=O)Cc1csc(NCc2ccccc2)n1	4.3	11.9	-1.7	1.2	-12.0	-1.7	8.6	-1.3
CN(Cc1ccccc1)C(=O)c1cccc(NC(=O)Cc2ccc(NC(=O)C3CCCN(C(=O)C4CC4)C3)cc2)c1 (configuration not stated)	4.0	-0.5	.	.	1.6	.	.	-4.8
CCCCCCCCNCCS(=O)(=O)NCCCCCCCC	5.1	6.7	.	.	0.7	.	.	2.3
CN(C)N=Nc1nc[nH]c1C(N)=O	-0.2	-0.4	-3.6	5.1	-2.5	0.7	5.1	-6.0
O=C(CCc1ccccc1)N1CCCN(C(=O)CCc2ccccc2)CC1	20.8	-13.8	-3.1	-2.4	0.1	0.0	5.1	-9.5
CC(=O)Nc1ccc(S(=O)(=O)N2CCN(CCCOc3ccccc3Cl)CC2)cc1	6.1	-3.3	-1.6	-4.8	2.7	-2.7	-4.1	0.1
CCCCN(C)CCNC(=O)c1cc2cc3ccc(OC)cc3nc2o1	-297.7	7.3	4.5	3.8	-0.3	-2.8	-5.6	-4.0
CC(=O)NCCC(=O)N1CCc2c([nH]c3ccccc23)C1c1cccc(Cl)c1 (configuration not stated)	-26.8	26.8	6.2	-3.1	-17.8	-5.3	-7.6	-5.1
Cc1nc2ccccc2n1CSc1ccccc1	-0.5	-0.5	-27.9	-2.3	2.5	-10.8	-1.6	-7.3

Retrieved by compound from the entries so far (2):
SMILES	SENP8 block-1	PfG6PD inh	Apaf-1 inh	SENP6 inh	SENP1 FRET inh	SENP8 block-2	SENP7 inh	HKDC1 inh
CN(C)N=Nc1nc[nH]c1C(N)=O	-0.2	-0.4	-3.6	5.1	-2.5	0.7	5.1	-6.0
CCCCN(C)CCNC(=O)c1cc2cc3ccc(OC)cc3nc2o1	-297.7	7.3	4.5	3.8	-0.3	-2.8	-5.6	-4.0

Source: PubChem BioAssay (Sanford-Burnham Center for Chemical Genomics)
